Compound activity as filed in PubChem BioAssay.
rTrxR1 inhibitor – qHTS Assay for Inhibitors of Mammalian Selenoprotein Thioredoxin Reductase 1 (TrxR1): qHTS. Thioredoxin reductase 1, cytoplasmic (Rattus norvegicus), O89049. recombinant rTrxR1, NADPH fluorescence consumption, selenite substrate. Potency, µM (highest dose often 114 µM), for inactives: at the top dose activity change, negative = inhibition, hits mostly inhibitors. actives 1% (n = 390,000). AID 588453, 2011; further: on the % scale 0 is the no-effect control and ±100 the full control effect; nearly all actives have a fitted effect of over 65% in size
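Rat TrxR1 (90 nM in the dispensed reagent) was pre-reduced with 400 uM NADPH for 5 min at room temperature, then incubated with compound for 15 min. After 400 uM selenite was added, NADPH fluorescence (Ex 340/Em 450 nm) was followed for 8 min.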
Vif-APOBEC3G blk – qHTS for Inhibitors of Vif-A3G Interactions: qHTS; HeLa A3G-eYFP + Vif (tagged APOBEC3G with the HIV-1 protein that degrades it), YFP fluorescence, overnight; Potency, µM (series often up to 46.1 µM), for inactives: at the highest dose activity, negative = active, actives largely listed as inhibitors; actives 0.076% (n = 410,000);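 further: on the % scale 0 is the no-effect control and ±100 the full control effect; nearly all actives have a fitted effect of over 60% in size; hits raise eYFP signal because A3G escapes Vif-driven loss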
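HeLa cells stably expressing Vif and C-terminally eYFP-tagged A3G, seeded overnight at 37 deg C, then exposed to compound by pintool overnight at 37 deg C. Rise in yellow fluorescence (Ex 488/Em 500-530, Acumen) marks blocked Vif-driven A3G degradation.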
ALOX12 inh – Primary qHTS assay for inhibitors of human arachidonate 12S-lipoxygenase (ALOX12): Round 2; purified 12hLO, xylenol orange hydroperoxide absorbance; Potency, µM (series often up to 108 µM), inactives show at the highest dose activity change, negative = inhibition, hits mostly inhibitors; actives 1.1% (n = 580,000); AID 1671190, 2021; Polyunsaturated fatty acid lipoxygenase ALOX12 (Homo sapiens), P18054; further: on the % scale 0 is the no-effect control and ±100 the full control effect
Target sequence (P18054 whole entry, looked up): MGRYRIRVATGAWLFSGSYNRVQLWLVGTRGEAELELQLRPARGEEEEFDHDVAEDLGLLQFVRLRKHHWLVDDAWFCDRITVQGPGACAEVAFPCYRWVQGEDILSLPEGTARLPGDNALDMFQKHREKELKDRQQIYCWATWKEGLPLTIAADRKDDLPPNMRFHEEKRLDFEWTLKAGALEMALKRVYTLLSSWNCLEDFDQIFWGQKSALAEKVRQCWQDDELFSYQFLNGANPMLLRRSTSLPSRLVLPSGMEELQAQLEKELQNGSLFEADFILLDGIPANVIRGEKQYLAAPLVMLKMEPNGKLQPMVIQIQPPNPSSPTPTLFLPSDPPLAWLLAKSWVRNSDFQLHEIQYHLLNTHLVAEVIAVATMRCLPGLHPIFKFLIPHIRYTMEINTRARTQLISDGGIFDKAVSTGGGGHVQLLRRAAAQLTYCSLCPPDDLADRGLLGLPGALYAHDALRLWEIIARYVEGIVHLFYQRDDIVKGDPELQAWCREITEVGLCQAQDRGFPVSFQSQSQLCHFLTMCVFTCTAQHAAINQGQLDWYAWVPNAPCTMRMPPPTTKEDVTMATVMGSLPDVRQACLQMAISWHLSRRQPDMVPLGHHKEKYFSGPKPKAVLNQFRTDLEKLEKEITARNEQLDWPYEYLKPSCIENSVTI
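Purified human 12hLO (150 nM final) in 25 mM Hepes, 0.01% Triton X-100, pH 7.0 was preincubated 15 min at room temperature with compound. Then 40 uM arachidonic acid was added, 30 min. Hydroperoxide was read by Fe-XO absorbance ratio 573/405 nm.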
TrxR1 substrate – qHTS Assay for Substrates of Mammalian Selenoprotein Thioredoxin Reductase 1 (TrxR1): qHTS; Thioredoxin reductase 1, cytoplasmic (Rattus norvegicus), O89049; purified TrxR1 substrate turnover, NADPH consumption readout; Potency, µM (highest dose often 114 µM), without a hit: top-dose activity change, negative = substrate turnover; actives 0.01% (n = 390,000); AID 588456, 2011; further: on the % scale 0 is the no-effect control and ±100 the full control effect; nearly all actives have a fitted effect of over 50% in size
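Rat TrxR1, dispensed at 90 nM, was prereduced with 400 uM NADPH (final) for 5 min at ~22 deg C, then incubated with compound 15 min before 400 uM selenite. A first-read NADPH fluorescence drop versus no-compound background flagged substrates.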
Vif-A3F inh – qHTS for Inhibitors of Vif-A3F Interactions: qHTS; HeLa A3F-eYFP + Vif (tagged APOBEC3F with the HIV-1 protein that degrades it), YFP fluorescence increase; Potency, µM (titrated, usually from 46.1 µM), for the others: top-dose activity, negative = active; actives 0.2% (n = 390,000); AID 602313, 2012; further: % of control where 0% means no effect; nearly all actives have a fitted effect of over 65% in size
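HeLa cells stably expressing A3F-eYFP plus Vif, plated and incubated overnight at 37 deg C, then exposed to compounds overnight at 37 deg C. Blocked degradation read as raised yellow fluorescence (Ex 488/Em 500-530).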
RXFP1 ag – qHTS Assay for Agonists of the Relaxin Receptor RXFP1; Relaxin receptor 1 (Homo sapiens), Q9HBX9; HEK293T-RXFP1 cAMP TR-FRET, 30 min; response scale: percent of porcine relaxin response, buffer zero; Potency, µM (titrated, usually from 57.5 µM), for the others: at the highest dose activation, usual class: activators; actives 0.3% (n = 370,000); further: on the % scale 0 is the no-effect control and ±100 the full control effect; nearly all actives have a fitted effect of over 60% in size; many of its hits are not listed in these tables
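HEK293T cells stably expressing RXFP1 were pretreated with the PDE4 inhibitor Ro 20174, exposed to compounds for 30 min at 37C, lysed, and cAMP was read by TR-FRET. Data normalized to buffer (basal) and 29 nM porcine relaxin (100%).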
USP1-UAF1 inh – Inhibitors of USP1/UAF1: Primary Screen; AID 743255, 2014; recombinant USP1/UAF1, Ub-Rhodamine cleavage fluorescence; Potency, µM (doses to about 57.1 µM), for the others: at the top dose activity change, negative = inhibition, hits mostly inhibitors; actives 0.23% (n = 390,000); further: on the % scale 0 is the no-effect control and ±100 the full control effect; nearly all actives have a fitted effect of over 60% in size; inactives centre near -12
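High-throughput fluorogenic screen: 1nM USP1/UAF1 complex, Ub-Rho substrate 150nM final, 50mM HEPES pH 7.8 with 0.5mM EDTA, 0.1 mg/ml BSA, 1mM TCEP and 0.01% Tween-20.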
RGS4 inh – Inhibitors of Regulator of G Protein Signaling (RGS) 4: qHTS. Regulator of G-protein signaling 4 (Homo sapiens), P49798. Transcreener GDP fluorescence polarization, RGS4-accelerated GTP hydrolysis. Potency, µM (doses to about 114 µM), without a hit: at the top dose activity change, negative = inhibition, most hits filed as inhibitors. actives 0.039% (n = 390,000). AID 504845, 2011; further: on the % scale 0 is the no-effect control and ±100 the full control effect; nearly all actives have a fitted effect of over 75% in size; some results filed as inactive show a strong effect at the top dose
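MLSMR compounds (23 nl, pin-transferred) preincubated 10 min at room temperature with a 500nM (2x) first reagent, then RGS4 at 900nM (2x) plus Transcreener GDP mix added; fluorescence polarization (620/688 nm) read before and after 90 min at 30 °C.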
mIDH1 inhibitor – qHTS for Inhibitors of mutant isocitrate dehydrogenase 1 (IDH1): qHTS; Isocitrate dehydrogenase [NADP] cytoplasmic (Homo sapiens), O75874; IDH1-R132H enzyme, NADPH consumption, diaphorase/resazurin fluorescence; Potency, µM (top dose mostly 76.6 µM), for inactives: at the top dose activity change, negative = inhibition, most hits filed as inhibitors; actives 0.093% (n = 390,000); AID 602179, 2012; further: on the % scale 0 is the no-effect control and ±100 the full control effect; nearly all actives have a fitted effect of over 65% in size
Target sequence (O75874 whole entry R132H, stated change not applied): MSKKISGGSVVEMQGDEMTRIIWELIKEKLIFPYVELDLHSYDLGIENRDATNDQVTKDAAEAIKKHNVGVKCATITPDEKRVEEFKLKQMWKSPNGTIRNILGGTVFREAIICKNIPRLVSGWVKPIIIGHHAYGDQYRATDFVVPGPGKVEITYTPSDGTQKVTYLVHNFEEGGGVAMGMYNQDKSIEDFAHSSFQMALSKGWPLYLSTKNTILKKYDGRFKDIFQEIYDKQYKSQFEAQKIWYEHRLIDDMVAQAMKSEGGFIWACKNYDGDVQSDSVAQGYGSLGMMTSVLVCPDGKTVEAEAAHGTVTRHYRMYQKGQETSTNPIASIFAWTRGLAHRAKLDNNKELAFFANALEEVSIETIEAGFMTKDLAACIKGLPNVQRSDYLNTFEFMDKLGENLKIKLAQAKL
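IDH1-R132H (0.5 ug/mL) preincubated 30 min with compound, then NADPH (0.016 mM) and alpha-KG (2 mM) added; 80 min at RT, pH 7.5. Remaining NADPH coupled via diaphorase/resazurin to fluorescence (540/590 nm); concentration-response curves normalized to no-enzyme control.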
* = called active by the depositor; i = inactive; ? = inconclusive; · = not tested or not shown; & = joins results of further samples; [ ] = another dose, or the depositor's remark. The call rests on the fitted dose curve; in most records, active means well fitted curve in the direction sought with a large enough effect; inconclusive means small, poorly fitted or top-dose-only effect, or another doubt; inactive means no such curve, though single readings can be large; an effect the other way counts as inactive or inconclusive. Potency means the concentration at half of the fitted maximal effect.

SMILES	rTrxR1 inhibitor	Vif-APOBEC3G blk	ALOX12 inh	TrxR1 substrate	Vif-A3F inh	RXFP1 ag	USP1-UAF1 inh	RGS4 inh	mIDH1 inhibitor
Cc1cc(=O)[nH]c(-c2cccs2)n1	28%	1%	?	4%	-4%	-1.2%	-10%	11%	-6%
Cc1cccc(OCC(=O)Nc2cc(S(=O)(=O)N3CCOCC3)ccc2N2CCCC2)c1C	-17%	0%	7%	-19%	-24%	1.3%	-7%	-13%	-9%
Cc1nc(N2CCOCC2)nc(N2CCCC2)c1[N+](=O)[O-]	-14%	-5%	0%	-14%	-5%	2.5%	-11%	-3%	13%
CCC1CCCCN1C(=O)CCc1nnc(C2CCCCC2)o1 (configuration not stated)	2%	0%	1%	-2%	11%	1.5%	0%	10%	-5%
CC1CCCCC1NC(=O)NC(=O)COC(=O)c1ccc(OC(F)F)cc1 (configuration not stated)	14%[57.1 µM]	2%	6%	7%[57.1 µM]	-8%	2.7%	-13%	-8%	1%
CCCN(CCC)C(=O)Cn1c(=O)n(-c2cccc(OC)c2)c(=O)c2c(C)c(C(=O)N(C)C)sc21	19%[57.1 µM]	2%	-5%	3%[57.1 µM]	0%	0.0%	7%	16%	1%
Cc1ccc(C)c(NC2=C(Cl)C(=O)OC2OC(=O)c2ccco2)c1 (configuration not stated)	-23%	?	-6%	6%	-1%	2.4%	-21%	6%	15%
COCc1cc(C)nc(N2CCNCC2)c1C#N	-17%	-4%	5%	53%[activator]	-4%	0.0%	-25%	16%	13%
COc1ccc(F)cc1C(=O)C1CCCN(C(=O)CCN2CCCCO2)C1 (configuration not stated)	22%	1%	25%	2%	-3%	1.8%	-8%	5%	-4%
CC1C(=O)Nc2ccc(S(=O)(=O)Nc3ccccc3Br)cc2NC1=O (configuration not stated)	1%[57.1 µM]	-6%	-17%&3%	5%[57.1 µM]	5%	14%&2.6%	-12%&0%	0%&-1%	-6%
COC(=O)C(NC(=O)c1ccccc1)(Nc1nccs1)C(F)(F)F (configuration not stated)	5%	1%	87%[activator]	2%	-9%	0.5%	-17%	10%	0%
CC(=O)c1cccc(NC(=O)COC(=O)CCNS(=O)(=O)c2ccccc2)c1	-19%	2%	-4%	-11%	-1%	·	-4%	-4%	8%
N/C(=N\OC(=O)c1ccc(Cl)cc1)c1ccn[nH]1	15%	0%	-3%	4%	-8%	1.4%	-8%	11%	-10%
Cc1cccnc1NC(=O)Nc1cccc(F)c1	·	0%	0%	·	-4%	·	3%	·	-7%
CCSc1ccc([C@@H]2[C@H]3C(=O)N(C)C(=O)[C@H]3[C@]3(C(=O)OC)CCCCN23)cc1	-8%[57.1 µM]	-8%	-9%	7%[57.1 µM]	9%	0.3%	-20%	6%	-1%
CCCCCCc1c(C)c2c(cc(C)c3c(C)c(C)oc32)oc1=O	28%	3%	?	15%	-2%	-2.8%	15%	13%	24%
COc1ccc(OC)c(C(=O)/C=C/c2ccccc2C(F)(F)F)c1	22%	-26%	-1%	5%	-3%	-0.2%	-15%	-2%	11%
Cc1cccc(/C=c2\s/c(=C\C(=O)C(C)(C)C)[nH]c2=O)c1	3%[57.1 µM]	-14%	325%[activator]	1%	5%	4.8%	?	-21%	2%
O=C(CSc1nnc(-c2ccncc2)n1-c1ccccc1)Nc1ccc(Cl)c(Cl)c1	13%[57.1 µM]	1%	-16%	-8%[57.1 µM]	-5%	6.9%	?	-26%	-12%
Cn1c(O)c(N=Nc2nc(-c3ccccc3)cs2)c2ccccc21	3%	0%	-7%	0%	3%	1.0%	-13%	-41%	-9%
Cc1ccc(-n2ncc3c(NCC(C)C)ncnc32)c(C)c1	2%[57.1 µM]	-1%	?	-1%[57.1 µM]	-3%	1.0%	-2%	20%	25%
O=C(COC(=O)CCCNC(=O)c1ccc(Cl)cc1)NCc1ccccc1Cl	-1%	-1%	0%	-2%	0%	-0.8%	-3%	30%	6%
CCCNC(=O)C1CN(S(=O)(=O)c2ccc(Cl)s2)c2ccccc2O1 (configuration not stated)	12%	5%	-2%	3%	1%	0.1%	-4%	7%	5%
O=C(N/N=C/c1ccc(O)cc1O)c1ccc(CN2C(=O)c3cccc4cccc2c34)cc1	-7%	-28%	15%	-4%	5%	2.3%	-14%	?	6%
Cc1ccc(NC(=O)NCc2ccccn2)c(C)c1	10%	0%	12%	1%	2%	0.0%	-22%	10%	-4%
Cc1ccc(-c2nc3ccccc3[nH]2)s1	-3%[57.1 µM]	-6%	0%	23%[57.1 µM]	-1%	0.7%	-12%	-53%	8%
COC(=O)CC1C(=O)NCCN1C(=O)Nc1cccc(Cl)c1 (configuration not stated)	30%[57.1 µM]	-1%	174%[activator]	-6%[57.1 µM]	10%	0.8%	-15%	1%	8%
Cc1ccc(S(=O)(=O)SCCCSS(=O)(=O)c2ccc(C)cc2)cc1	-11%[11.4 µM]	0%	1.8µM*	16%[57.1 µM]	9%	·	-18%	?	2%
O=C(COc1ccccc1F)NC1CC(=O)N(c2ccc3c(c2)OCCO3)C1 (configuration not stated)	12%[57.1 µM]	3%	-17%	5%[57.1 µM]	0%	0.3%	-21%	-13%	3%
O=C(O)c1ccccc1C(=O)c1ccc(Cl)cc1	24%	-3%	0%	2%	-2%	2.6%	-21%	10%	-7%
CCc1cc(=O)oc2c(CNCc3ccccc3F)c(O)c(Cl)cc12	190%[activator]	-7%	10%	429%[activator]	-14%	15%	-2%	?	6%
CC(=O)Nc1nc2ccc(Br)cc2s1	8%	-19%	-9%	2%	6%	3.3%	-8%	-30%	7%
CC(=O)Nc1ccc(NC(=O)CSC2=NCCS2)cc1	12%	-6%	376%[activator]	-10%	3%	0.5%	-7%	-17%	5%
Cc1cc(=O)oc2cc(OCCCC[n+]3ccccc3)ccc12	44%[activator]	1%	62%[activator]	104%[activator]	-15%	3.1%	-10%	26%	0%
O=C(Nc1cccc2cccnc12)c1ccc(Br)cc1Br	9%	-2%	·	-5%	0%	2.9%	-4%	-44%	5%
COC(=O)c1ccc(CN2CCCC(C(=O)Nc3cccc(-n4cnnn4)c3)C2)cc1 (configuration not stated)	-7%	0%	i	-8%	2%	-3.9%	-6%	-14%	-2%
NC(N)=NS(=O)(=O)c1ccc(NC(=S)NC(=O)c2ccc(Br)cc2)cc1	?	-4%	-20%	6%	1%	0.4%	-18%	-15%	-1%
CCC(C)NC(=O)Cc1c(C)c2cc3c(cc2oc1=O)OC(C)(C)CC3 (configuration not stated)	?	-7%	0%	214%[activator]	5%	-0.8%	-19%	-19%	-6%
CC(C)(C)OC(=O)C[C@@H]1C/C=C\C[C@@H](CC(=O)N(CCO)Cc2ccccc2)C(=O)NC[C@H](c2ccccc2)OC1=O	4%	-16%	0%	0%	2%	·	9%	14%	2%
CC1CCCCC1NC(=O)COC(=O)c1ccc2c(c1)OCCO2 (configuration not stated)	0%	4%	-14%	-3%	5%	-0.6%	-2%	7%	-1%
CCCC(=O)Nc1ccc(S(=O)(=O)Nc2cc(OC)nc(OC)n2)cc1	11%	2%	3%	0%	5%	3.7%	0%	1%	2%
CS(=O)(=O)c1ccc(-c2nnn(CC(N)=O)n2)cc1	13%[57.1 µM]	-1%	0%	-11%	8%	1.0%	-5%	4%	-2%
CCOC(=O)C1CCCN(C(=O)C2CCN(S(=O)(=O)c3cnc[nH]3)CC2)C1 (configuration not stated)	6%	0%	11%	2%[57.1 µM]	-1%	-0.1%	-9%	-10%	4%
COc1ccc(S(=O)(=O)N2CCCC2CNC(=O)C(=O)NCc2cccs2)cc1 (configuration not stated)	5%	1%	1%	-2%	6%	0.2%	-4%	-43%	-2%
COc1ccccc1CN1CCC(CNC(=O)c2cnn(-c3ccc(C)c(C)c3)c2C2CCN(C(=O)OC(C)(C)C)CC2)CC1	18%	-10%	-20%	4%	0%	1.2%	-26%	14%	-2%

Not all compounds are listed (hit frequency here may not be typical).
